# aSyn yeast inh = alpha-synuclein toxicity inhibition in yeast | Yeast expressing alpha-synuclein, growth rescue, BacTiter-Glo, 24 h | Potency, µM (doses to about 46.1 µM), for inactives: at the highest dose growth rescue (activation), most hits filed as activators | hit rate 0.14% among 370,000 | AID 652106; also: % of control where 0% means no effect; nearly all actives have a fitted effect of over 65% in size
#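 Screening used galactose-induced yeast with toxic alpha-synuclein levels, exposed to compound for 24 hr at 30 deg C. Cell growth, read with BacTiter-Glo luminescence, gave the measured signal.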
# EPAC1 antagonist = EPAC1 (human) antagonism; O95398; EPAC1 GEF assay, Rap1b-BODIPY-GDP exchange fluorescence; Potency, µM (highest dose often 115 µM), for inactives: top-dose activity change, negative = inhibition, actives largely listed as inhibitors; hit rate 0.14% among 360,000;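 also: plate controls were vehicle for no effect and positive control for full effect; nearly all actives have a fitted effect of over 50% in size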
# EPAC2 antag = blocks human EPAC2 exchange factor. hit rate 0.18% among 360,000. Q8WZA2. Potency, µM (series often up to 114 µM), inactives show at the top dose activity, negative = inhibition, hits mostly inhibitors. EPAC2 GEF exchange of Rap1B-BODIPY-GDP, fluorescence; also: % is scaled to controls: 0 for no effect and ±100 for the full control effect; nearly all actives have a fitted effect of over 45% in size; many of its hits are not listed in these tables
# FUS suppressor = FUS proteinopathy suppression in yeast; S. cerevisiae FUS-expressing, growth rescue, OD600, 24 h; Potency, µM (titrated, usually from 76.6 µM), for inactives: top-dose growth rescue (activation), actives largely listed as activators; hit rate 0.24% among 390,000; AID 1347120;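 also: plate controls were DMSO vehicle for no effect and reference control for full effect; nearly all actives have a fitted effect of over 55% in size; some results filed as inactive show a strong effect at the top dose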
#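 Yeast FUS proteinopathy model; galactose-induced FUS (2%), starting OD 0.005. Cpds in dilution series, 24hr, 30C, 99% humidity. Abs 600 nm growth. Pos ctrl CP55940 (top 92uM final); neg ctrl DMSO.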
# PTHR1 agonist = agonists of human PTHR1 parathyroid hormone receptor; Q03431; HEK293 GP2 PTHR1 cells, GloSensor cAMP luminescence, 1 h; Potency, µM (titrated, usually from 115 µM), for inactives: top-dose activation, most hits filed as activators; hit rate 0.075% among 410,000; AID 743266; also: nearly all actives have a fitted effect of over 55% in size; some results filed as inactive show a strong effect at the top dose; inactives centre near -15; many of its hits are not listed in these tables
# Target sequence (Q03431 whole entry, looked up): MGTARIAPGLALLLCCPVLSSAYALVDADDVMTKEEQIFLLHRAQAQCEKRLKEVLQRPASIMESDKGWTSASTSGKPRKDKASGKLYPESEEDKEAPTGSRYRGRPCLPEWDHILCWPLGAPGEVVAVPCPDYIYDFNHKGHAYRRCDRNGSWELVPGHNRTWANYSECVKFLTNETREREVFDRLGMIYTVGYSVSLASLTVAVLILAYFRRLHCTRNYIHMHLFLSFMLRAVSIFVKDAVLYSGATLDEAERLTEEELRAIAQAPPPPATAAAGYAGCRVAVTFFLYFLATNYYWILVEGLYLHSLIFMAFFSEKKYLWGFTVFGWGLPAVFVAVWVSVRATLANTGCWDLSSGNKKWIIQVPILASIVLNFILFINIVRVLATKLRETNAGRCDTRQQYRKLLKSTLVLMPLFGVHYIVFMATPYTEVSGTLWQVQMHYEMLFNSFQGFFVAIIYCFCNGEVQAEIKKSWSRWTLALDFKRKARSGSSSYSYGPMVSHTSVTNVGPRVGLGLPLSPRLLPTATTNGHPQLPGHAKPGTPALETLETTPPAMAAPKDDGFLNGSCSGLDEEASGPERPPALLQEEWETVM
#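 HEK-293-derived GP2 cells expressing PTHR1 and a GloSensor cAMP reporter, 3,000/well, plated overnight, given luciferin plus IBMX (each 0.5 mM as added) for 1 h at 37 °C, then compound for 1 h at 37 °C. Luminescence was read after 15 min at room temperature.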
# TDP43 rescue = TDP-43 toxicity inhibition in yeast | TDP-43 expressing yeast growth rescue, BacTiter-Glo, 24 h | Potency, µM (series often up to 46.1 µM), without a hit: at the highest dose growth rescue (activation), hits mostly activators | hit rate 1.8% among 410,000; also: % of control where 0% means no effect; nearly all actives have a fitted effect of over 50% in size
#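 Yeast cells expressing TDP-43 under galactose induction are exposed to compounds for 24 hr at 30 deg C. BacTiter-Glo luminescence measures growth, so protective compounds score as activators.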
# EPAC2 agonist = EPAC2 (human) agonism. Q8WZA2. EPAC2 activation, biochemical qHTS; response scale: 100% = 6.5 mM cAMP response. Potency, µM (highest dose often 154 µM), for inactives: at the highest dose activation, usual class: activators. hit rate 0.079% among 360,000. AID 720711; also: nearly all actives have a fitted effect of over 50% in size
#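 Fluorescence exchange assay: 100 nM EPAC2 with 250 nM RAP1B-BODIPY-GDP and 50 uM GDP; compounds tested as a concentration-titration series (qHTS). Loss of Rap1-bound BODIPY-GDP fluorescence read at 480/540 nm; data normalized to 6.5 mM cAMP.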
# EPAC1 ag = activates human EPAC1 exchange factor; hit rate 0.073% among 360,000; AID 720707; Potency, µM (highest dose often 154 µM), without a hit: at the top dose activation, hits mostly activators; EPAC1 agonist qHTS, biochemical assay; response scale: 100% = response to 6.5 mM cAMP; O95398; also: nearly all actives have a fitted effect of over 60% in size
#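 Compounds were pinned as a concentration titration into mixtures of EPAC1 (100 nM), BODIPY-GDP-loaded Rap1B (250 nM) and GDP (50 uM). After 5 min at room temperature, fluorescence was followed for 30 min; activity was scaled to 6.5 mM cAMP.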
# * = called active by the depositor; i = inactive; ? = inconclusive; . = no result given; [ ] = remark or other dose. Calls follow the shape of the dose curve; as a rule, active = well fitted curve in the direction sought with a large enough effect; inconclusive = small, poorly fitted or top-dose-only effect, or another doubt; inactive = no such curve, though single readings can be large; an effect the other way counts as inactive or inconclusive. Potency is read from the fitted curve at half-maximal effect. This is a subset (hit frequency here may not be typical).
nr	canonical_smiles	aSyn yeast inh	EPAC1 antagonist	EPAC2 antag	FUS suppressor	PTHR1 agonist	TDP43 rescue	EPAC2 agonist	EPAC1 ag
1	COc1cccc(NC(=O)NCCCSC2CCCCC2)c1	10%	-5%	-13%	3%	-20%	2%	22%	27%
2	CSc1ncc(Sc2ccccc2)c(C(=O)O)n1	2%	13%	18%	18%	-19%	-20%	7%	-5%
3	Cc1c(C(N)=O)sc(N)c1C(=O)OC(C)C	-3%	-2%	-2%	-6%	i	1%	-4%	0%
4	CC(C)CCn1c(NCCc2ccccc2)nc2c1c(=O)n(C)c(=O)n2C	0%	-11%	-27%	3%	-44%[inhibitor]	?	9%	-14%
5	O=C(CCCOc1ccc(Cl)cc1Cl)N1CCc2ccccc2C1	?	-13%	-14%	?	i	?	24%	21%
6	O=C(CN1CCN(c2ncccn2)CC1)NCCC1=CCCCC1	1%	10%	3%	-9%	i	-6%	5%	-5%
7	COc1ccc(Cl)cc1NC(=O)NCc1cccnc1	-7%	-16%	-1%	0%	22%	8%	0%	-5%
8	Cc1cccc(NC(=O)CSC2=NN3CCCC(=O)N=C3S2)c1C	-2%	-23%	3%	-11%	i	0%	6%	1%
9	Cc1ccc(Cc2cc(C)n[nH]c2=O)cc1	4%	8%	6%	-41%	i	14%	0%	0%
10	CC(C)CNc1nnnc2c1sc1nc(N3CCOCC3)c3c(c12)CC(C)(C)SC3	-5%	3%	13%	?	i	23%	2%	9%
11	O=C(N1CCOCC1)N1CCN(c2ccccn2)CC1	0%	11%	10%	-21%	i	1%	0%[15.6 µM]	-4%
12	Cc1cc(C)cc(Nc2ncnc3sc4c(c23)CCCC4)c1	1%	.	.	-7%	-1%	-1%	.	.
13	CCOc1ccc(CN(C)CC(=O)NCc2ccccc2Cl)cc1	0%	19%	-12%	12%	-23%	1%	3%	-2%
14	C=C(C)C(C)(C#CCN1CCCC1)OC(C)=O (centres undefined)	-3%	-4%	-1%	1%	-20%[57.5 µM]	-17%	0%	-4%
15	COc1cc(OC)c2ccc(=O)oc2c1C(CCN1CCCC1)c1ccc2c(c1)OCO2 (centres undefined)	-11%	-8%	0%	16%	i	9%	0%	4%
16	CCOc1ncccc1C(=O)N(C)CC(=O)Nc1ccc(C)cc1	-4%	-2%	-1%	-11%	-24%	6%	-6%	5%
17	Cc1ccc(-c2noc(CSc3nnc(-c4ccncc4)n3-c3ccc(C)cc3)n2)cc1	20%	-2%	-5%	44%	-19%	-5%	15%	22%
18	Cc1nc2scc(C)n2c(=O)c1S(=O)(=O)NCC1CCN(Cc2ccc(Cl)cc2)CC1	0%	16%	1%	9%	i	12%	3%	-6%
19	CCSC(=Nc1ccccc1)C1=C(O)COC1=O	-1%	8%	4%	18%	-22%	-3%	-11%	-6%
20	CC(C)[C@H](NC(=O)[C@H](Cc1ccccc1)n1c(=O)[nH]c2ccccc2c1=O)C(=O)N[C@@H](Cc1ccccc1)C(=O)O	6%	0%	2%	10%	-13%	21%	3%	-2%
21	O=C(N/N=C/c1ccc([N+](=O)[O-])cc1)c1[nH]ncc1Br	-3%	12%	11%	15%	-74%[inhibitor]	-8%	10%	8%
22	O=C(C1CCN(S(=O)(=O)c2cccc([N+](=O)[O-])c2)CC1)N1CCOCC1	-6%	2%	5%	0%	-11%	-26%	13%	13%
23	Cc1ccc(C2CC(c3ccc(C)cc3)n3nc(N)nc3N2)cc1 (centres undefined)	-4%	-24%	1%	12%	i	7%	10%	3%
24	CC1CCCCN1S(=O)(=O)c1csc(C(N)=O)c1 (centres undefined)	1%	-31%	1%	-15%	5%	7%	12%	8%

# 2 entries from above, screen by screen:
17. Cc1ccc(-c2noc(CSc3nnc(-c4ccncc4)n3-c3ccc(C)cc3)n2)cc1
18. Cc1nc2scc(C)n2c(=O)c1S(=O)(=O)NCC1CCN(Cc2ccc(Cl)cc2)CC1

Compound | 17 | 18
aSyn yeast inh | 20% | 0%
EPAC1 antagonist | -2% | 16%
EPAC2 antag | -5% | 1%
FUS suppressor | 44% | 9%
PTHR1 agonist | -19% | i
TDP43 rescue | -5% | 12%
EPAC2 agonist | 15% | 3%
EPAC1 ag | 22% | -6%

# (next part)
nr	canonical_smiles	aSyn yeast inh	EPAC1 antagonist	EPAC2 antag	FUS suppressor	PTHR1 agonist	TDP43 rescue	EPAC2 agonist	EPAC1 ag
25	CCc1ccccc1OCCCCCNCCO	3%	-2%	3%	28%	-18%[57.5 µM]	-11%	-9%	-9%
26	Cc1nc2scc(C)n2c(=O)c1S(=O)(=O)N1CCN(c2ccccc2F)CC1	?	-1%	?	1%	-38%[inhibitor]	12%	-6%	11%
27	CCOC(=O)CN(c1ccccc1)S(=O)(=O)c1ccc(F)cc1	10%	-12%	1%	-10%	i	-3%[0.397 µM]	3%	1%
28	Cc1cc(NC(=O)CSc2nnc(-c3ccncc3)n2-c2ccc(F)cc2)no1	-5%	10%	13%	12%	i	4%[9.22 µM]	8%	10%
29	COc1ccc(/C=N/c2oc(C)c(C)c2C#N)c(OC)c1	?	-21%	2%	-15%	i	-6%	-2%	4%
30	Cc1ccc(C)c(C(=O)CCC(=O)O)c1	18%	3%	-2%	-27%	i	-12%	4%	-13%
31	O=C(C1=NN(c2ccccc2)C2C(=O)N(c3ccccc3Cl)C(=O)C12)c1ccccc1 (centres undefined)	21%	23%	18%	34%	i	?	3%	20%
32	CCOC(=O)[C@H]1[C@H]2COc3ccc(Cl)cc3[C@@H]2N2C(=O)CNC(=O)[C@@]12C	-8%	1%	-2%	-16%	i	-10%	7%	2%
33	Cn1c(SCC(=O)Nc2ccc3c(c2)OCO3)nnc1-c1cnccn1	8%	3%	11%	-1%	i	-1%	-4%[15.6 µM]	-10%
34	COc1ccccc1-c1nc(-c2ccccn2)no1	-39%[inhibitor]	19%	-22%	-33%	-32%[inhibitor]	-32%[inhibitor]	-2%	1%
35	Cc1ccc(F)cc1NC(=O)CCOc1ccccc1	4%	-4%	1%	15%	i	-9%[0.397 µM]	6%	7%
36	CCCCCn1c(=O)c(C(=O)c2ccccc2)nc2ccccc21	18%	-1%	4%[57.1 µM]	10%	i	?	6%	13%
37	O=C(NCc1ccccc1)c1cc(C2COCCN2C(=O)c2ccccc2)on1 (centres undefined)	7%	-6%	-3%	4%	-35%	6%	2%	6%
38	CC(C)(C)n1ncc2c(=O)n(CC(=O)NCCc3ccccc3)cnc21	1%	-10%	-10%	59%	i	-20%	6%	1%
39	Cc1ccc(C(=O)CCS(=O)(=O)c2ccc(Cl)cc2)cc1	-3%	-29%	-4%	11%	-8%	-17%	2%	-1%
40	CCOC(=O)c1cc2sccc2n1CC(=O)C(C)(C)C	3%	-4%	-7%	6%	i	-4%	6%	6%
41	Cc1ccc(C(=O)N2CCNC(=O)C2CC(=O)Nc2ccc(F)cc2)cc1C (centres undefined)	1%	-18%	2%	8%	i	-12%	6%	4%
42	CCOc1ccc(C(=O)Nc2cccc(-c3ccc4nncn4n3)c2)cc1	-1%	-29%	-13%	1%	i	-10%	-2%	6%
43	CCc1cccc(NC(=O)c2snc3c(=O)[nH]cnc23)c1	-1%	-7%	7%	0%	i	5%	-2%	0%
44	CC1(C)CC(NC(=S)Nc2ccc([N+](=O)[O-])cc2)CC(C)(C)N1	-1%	-6%	-2%	-1%	-19%	4%	10%	11%
45	Cn1c(=O)c(C(=O)NCc2ccc(Cl)cc2)c(O)c2ccccc21	3%	-1%	3%	1%	-15%	2%	6%	1%
46	COc1ccc(-c2ccc(CCC(=O)O)n2NC(N)=O)cc1	-2%	-13%	-3%	-19%	-2%	-4%	14%	11%
47	Cc1nnc(-c2cnn(C)c2N)n1Cc1ccc(Cl)cc1	-15%	1%	7%	1%	i	7%	-7%	-4%
48	O=C(CSc1ccc2nnc(-c3cccnc3)n2n1)Nc1ccccc1	-2%	10%	-9%	-1%	-1%	14%	7%	15%
49	COc1ccc(-n2c(SCc3nnc(-c4ccccc4)o3)nnc2-c2ccccc2)cc1	-11%	13%	1%	40%	i	10%	-4%	10%
50	CC(=O)c1cc(-c2ccc(F)cc2)n(CC(=O)NCc2cccs2)c1C	-12%	3%	3%	-2%	-8%	13%	3%	-6%
51	Cc1ccc(-c2nn(-c3ccccc3)cc2C(=O)Nc2cccc(S(=O)(=O)NC3=NCCC3)c2)cc1	14%	-8%	10%	?	-6%	11%	18%	-6%
52	O=C(Nc1nc(-c2cccs2)cs1)c1ccc(Cl)s1	-34%[inhibitor]	-9%	-11%	-6%	-53%[inhibitor]	3.5µM*	13%	-3%
53	Cc1nc(/C(=N/O)C(N)=O)cs1	7%	-3%	1%	-3%	i	-6%	9%	-7%
54	OC1CCN(c2ncnc3nc[nH]c23)CC1	3%	6%	25%	-29%	-8%	-2%	-1%	-10%
55	Cc1ccc2c(c1)nnn2C1CCN(C(=O)c2cccs2)CC1	0%	5%	-2%	-2%	-59%[inhibitor]	?	6%	7%
56	CCOC(=O)Cc1csc(N/N=C/c2ccccc2)n1	-5%	4%	3%	15%	-4%	-13%[9.22 µM]	-12%	-4%
57	O=C(O)c1ccccc1O	0%	12%	4%	-29%	i	17%	6%	-14%
58	CCn1cc(C(=O)NN)c(=O)c2cc(F)c(N3CCCCC3)cc21	-2%	-7%	0%	-14%	-12%	10%	6%	6%

# Among those listed so far, 7 have an aryl methoxy group:
nr	canonical_smiles	aSyn yeast inh	EPAC1 antagonist	EPAC2 antag	FUS suppressor	PTHR1 agonist	TDP43 rescue	EPAC2 agonist	EPAC1 ag
1	COc1cccc(NC(=O)NCCCSC2CCCCC2)c1	10%	-5%	-13%	3%	-20%	2%	22%	27%
7	COc1ccc(Cl)cc1NC(=O)NCc1cccnc1	-7%	-16%	-1%	0%	22%	8%	0%	-5%
15	COc1cc(OC)c2ccc(=O)oc2c1C(CCN1CCCC1)c1ccc2c(c1)OCO2 (centres undefined)	-11%	-8%	0%	16%	i	9%	0%	4%
29	COc1ccc(/C=N/c2oc(C)c(C)c2C#N)c(OC)c1	?	-21%	2%	-15%	i	-6%	-2%	4%
34	COc1ccccc1-c1nc(-c2ccccn2)no1	-39%[inhibitor]	19%	-22%	-33%	-32%[inhibitor]	-32%[inhibitor]	-2%	1%
46	COc1ccc(-c2ccc(CCC(=O)O)n2NC(N)=O)cc1	-2%	-13%	-3%	-19%	-2%	-4%	14%	11%
49	COc1ccc(-n2c(SCc3nnc(-c4ccccc4)o3)nnc2-c2ccccc2)cc1	-11%	13%	1%	40%	i	10%	-4%	10%
